NOD1 NF-kB reporter – NOD1 signaling inhibitors, primary screen, cell-based, luminescence, uHTS (AID 1578); NOD1-driven NF-kB luciferase reporter cells, luminescence; higher % means a stronger effect; inhibition, % at 4 µM, or EC50 in µM where a hit was titrated; 290,000 compounds, 1% hits; in the data active = inhibition mostly above about 36%, no sharp cut-off; inactive = mostly below about 34%;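 also: HEK-293T reporter cells stimulated with the NOD1 agonist gamma-tri-DAP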
GPR55 antagonists – GPR55 antagonists blocking LPI-driven arrestin recruitment, primary screen, imaging, U2OS, beta-arrestin-GFP, LPI agonist (AID 2013); 290,000 compounds, 0.13% hits; one-dose inhibition, % at 10 µM; IC50 in µM for titrated hits; U2OS GPR55 beta-arrestin-GFP translocation imaging, LPI antagonism; higher % means a stronger effect;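 active = spots per cell inhibited over 60%, with over 100 cells counted and total cytoplasm intensity under 500,000; inconclusive = wells with under 100 cells, flagged as likely toxic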;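 also: U2OS cells stably carrying GPR55 and arrestin-GFP stimulated by 5 µM LPI near EC80; imaged beta-arrestin-GFP aggregate spots per cell after agonist stimulation; plate controls were LPI-stimulated DMSO wells for no effect and DMSO wells without LPI for full effect; some results filed as inactive read as strong as hits; confirmed hits need IC50 under 10 µM and bright autofluorescent wells are also inconclusive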
NTR1 ag – agonists of NTR1, primary screen, imaging, U2OS cells, beta-arrestin-GFP, high content (AID 493036) | 330,000 compounds, 0.17% hits | activation, % at 20 µM | NTR1-U2OS beta-arrestin-GFP spot imaging, agonist mode;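 active = activation at or above 40% of the spot to cytoplasm intensity ratio, with at least 20 cells analyzed; inconclusive = wells under 20 cells, flagged as cytotoxic or low count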;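 also: 0% = DMSO without peptide and 100% = 100 nM NTR1 peptide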
Target sequence (P30989 whole entry, looked up): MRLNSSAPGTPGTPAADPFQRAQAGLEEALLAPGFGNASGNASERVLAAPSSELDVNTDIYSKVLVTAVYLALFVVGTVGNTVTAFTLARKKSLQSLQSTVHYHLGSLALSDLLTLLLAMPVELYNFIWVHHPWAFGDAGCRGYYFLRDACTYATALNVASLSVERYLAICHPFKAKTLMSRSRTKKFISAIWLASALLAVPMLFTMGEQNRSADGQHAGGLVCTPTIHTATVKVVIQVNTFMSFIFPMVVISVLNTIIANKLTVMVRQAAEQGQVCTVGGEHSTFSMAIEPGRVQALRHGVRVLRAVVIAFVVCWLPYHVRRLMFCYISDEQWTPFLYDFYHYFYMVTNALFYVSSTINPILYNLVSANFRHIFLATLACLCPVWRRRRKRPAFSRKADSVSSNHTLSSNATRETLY
HEK293 NOD2/NF-kB – NOD2 signaling inhibitors, cell-based, luminescence, uHTS, HEK293 (AID 1566). HEK293 NOD2/NF-kB luciferase reporter, luminescence; higher % means a stronger effect. inhibition, % at 4 µM, or EC50 in µM where a hit was titrated. 290,000 compounds, 0.63% hits; also: many of its hits are not listed in these tables
T cell HTS – modulators of CD8 T cell-vesicle binding, primary screen, mouse 2C CD8+ T cells, flow cytometry. 2C CD8+ T cell-vesicle binding; active compounds read low. calls only at 7 µM. 330,000 compounds, 0.068% hits;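 active = response, share of CD8 T cells binding vesicles, and their 90th percentile fluorescence all below set limits, cut at about 80% in these data, passing the limit was not always enough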
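Incubation: binding step 1.5 h, 37 °C, antibody labelling 20 min, ice; system: murine 2C transgenic CD8+ T lymphocytes; technique: cytometric PE anti-B7-1 and Alexa647 anti-CD8 signals after 1% paraformaldehyde fixation; also added: QL9-charged Drosophila Ld/ICAM-1/B7-1 vesicles; control set: naked versus QL9-loaded vesicles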
KOR beta-arrestin-1 – KOR antagonists, beta-arrestin recruitment, cell-based, luminescence, uHTS (AID 1778). Kappa-type opioid receptor (Homo sapiens). KOR beta-arrestin recruitment, luminescence, antagonist mode; higher % means a stronger effect. inhibition, % at 10 µM, or IC50 in µM where a hit was titrated. 290,000 compounds, 0.091% hits; also: strong numbers were not always called active
Myeloid diff MLP – induction of myeloid progenitor differentiation, primary screen, cell-based, flow cytometry, MLPCN library | ER-HoxA9 myeloid progenitors, lysozyme-GFP differentiation | calls only at 10 µM | 360,000 compounds, 1% hits | AID 624256, 2012;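 active = normalized GFP-positive differentiation at or above the plate's own cutoff, the solvent-only control mean plus 3 SD; inconclusive = no clear call, values can overlap the other calls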;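 also: cells exposed to compound for four days before flow analysis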
GPR55 activation – GPR55 agonists via beta-arrestin recruitment, primary screen, imaging, U2OS cells, beta-arrestin-GFP redistribution (AID 1961); G-protein coupled receptor 55 (Homo sapiens); U2OS GPR55 beta-arrestin-GFP redistribution imaging; higher % means a stronger effect; activation, % at 10 µM, or EC50 in µM where a hit was titrated; 290,000 compounds, 0.048% hits;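 active = activation above 40% with more than 50 cells counted in the well; inconclusive = wells holding fewer than 50 cells, flagged as toxic or sparse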;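 also: U2OS osteosarcoma cells stably expressing GPR55 and beta-arrestin-GFP; plate controls were DMSO negative control for no effect and LPI positive control for full effect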
KOR beta-arrestin-2 – KOR agonists, beta-arrestin recruitment, primary screen, cell-based, luminescence, uHTS (AID 1777); KOR beta-arrestin recruitment, luminescence; higher % means a stronger effect; one-dose activation, % at 10 µM; EC50 in µM for titrated hits; 280,000 compounds, 0.02% hits; in the data active = activation above about 50%, passing the limit was not always enough; also: a part of the inactive calls stands beside numbers as strong as those of hits
T cell HTS vesicle-bound % – second read-out of T cell HTS, no call of its own (marks repeat the call); double positive events, %; measured here: CD8+ vesicle-bound cell fraction;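 binding gate set so that unloaded-vesicle control wells show 10% double positive cells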
NTR1 ag cell count 20 µM – recorded beside NTR1 ag, whose call it bears; cell count; measured here: cell count, cytotoxicity flag
Myeloid diff MLP GFP+ MAC1+ % – second read-out of Myeloid diff MLP, no call of its own (marks repeat the call); GFP+ MAC1+ double positive, %; measured here: differentiation confirmed by MAC1 staining
Active calls of the source: *; i = inactive; ? = inconclusive; / = no result given; + = active, no number; [ ] = dose if it differs, or a comment. Rule as the data show it, unless noted: active = inhibition above about 50%; inactive = the rest.

SMILES	NOD1 NF-kB reporter	GPR55 antagonists	NTR1 ag	NTR1 ag cell count 20 µM	HEK293 NOD2/NF-kB	T cell HTS	T cell HTS vesicle-bound %	KOR beta-arrestin-1	Myeloid diff MLP	Myeloid diff MLP GFP+ MAC1+ %	GPR55 activation	KOR beta-arrestin-2
CC(=O)Nc1ccc(S(=O)(=O)N2CC3(C)CC2CC(C)(C)C3)cc1 (stereo unspecified)	-24%	6%	-0.5	51	8%	i	39	-1%	i	0.0	0.9%	1.1%
CCOc1cc(C=O)ccc1OCC(N)=O	-19%	3%	-0.5	25	-3%	i	53	-2%	i	0.2	-0.2%	-3.0%
CC(C)c1ncc(C(O)c2ccccc2)n1C (stereo unspecified)	-5%	7%	1.3	52	11%	i	40	-10%	i	0.1	0.4%	0.9%
CCOC(=O)C(=O)c1cn(C2OCC(OC(C)=O)C(OC(C)=O)C2OC(C)=O)c2ccccc12 (stereo unspecified)	6%	7%	3.2	62	9%	i	30	18%	i	0.6	-0.4%	6.7%
CC(C)c1onc(C(=O)N2CCN(C(c3ccccc3)c3ccccc3)CC2)c1[N+](=O)[O-]	54%	5%	-2.3	56	8%	i	38	-3%	?	/	-0.2%	4.6%
CC(=O)Nc1cccc(NC(=O)C2CC(=O)N(c3ccc(C)cc3)C2)c1 (stereo unspecified)	-26%	0%	-0.9	39	7%	i	26	29%	i	0.4	-0.1%	-4.9%
CCN(CC)C(=O)CSc1nc2ccc(NC(=O)CSc3nnc(N)s3)cc2s1	3%	-8%	0.6	52	27%	i	33	-23%	i	1.4	0.0%	-1.2%
COC(=O)C1=C(C)NC(=O)CC1c1ccc(C(=O)OC)cc1 (stereo unspecified)	-11%	-9%	-1.7	41	8%	i	53	0%	i	1.0	-0.2%	-0.7%
COc1ccc(-c2cc(C(F)(F)F)c(C#N)c(SCC(=O)O)n2)cc1OC	-7%	-8%	3.0	52	-20%	i	38	26%	/	/	-0.2%	4.7%
CCCCc1nnc(NC(=O)CSc2nc(C)cc(=O)[nH]2)s1	-19%	11%	0.6	58	8%	i	40	15%	i	0.4	-0.1%	0.0%
Cc1ccccc1-n1c(CSC(=N)N)nc2ccccc2c1=O	-13%	5%	0.6	75	-4%	i	19	1%	i	0.6	-0.4%	-3.7%
CCn1c(=O)c2c(nc3n2CCCN3CCc2ccc(OC)c(OC)c2)n(C)c1=O	2%	-2%	0.9	75	-9%	i	29	-33%	i	1.3	-0.1%	-3.2%
CCCN1CCN(C(=O)CCn2c(=O)c3cccn3c3cccnc32)CC1	-4%	-4%	0.8	64	12%	i	12	-6%	i	0.8	-0.1%	-2.1%
COc1ccccc1NC(=O)CN(c1ccccc1F)S(C)(=O)=O	-23%	-4%	-2.3	83	3%	i	58	23%	i	0.5	0.0%	-1.0%
CCOc1ccc(NC(=S)Nc2cc(C)[nH]n2)cc1	-32%	7%	2.7	60	2%	i	24	-72%[20 µM]	i	0.2	-0.1%	-1.8%
CC(=O)CCC(=O)N1CCCC(N2CCN(c3cccc(Cl)c3)CC2)C1 (stereo unspecified)	16%	11%	-0.5	53	-10%	i	56	86%[20 µM]	i	0.5	0.1%	-2.5%
Cc1nnc(SCC(=O)Nc2cc(S(C)(=O)=O)ccc2Cl)n1Cc1ccccc1	-16%	-8%	-0.5	57	7%	i	11	-3%	i	1.0	/	-6.2%
COc1cc(/C=C/C(=O)O)ccc1OS(=O)(=O)c1cc(C)ccc1C	-14%	14%	1.2	70	12%	i	30	3%	i	0.3	0.0%	-0.9%
N#Cc1ccc(NC(=O)COC(=O)CCc2ccc(S(=O)(=O)N3CCCCC3)cc2)cc1	21%	11%	0.0	45	4%	i	46	-4%	i	0.5	-0.4%	-4.2%
O=C(NNc1c(Cl)cccc1Cl)c1sccc1Cl	-2%	69%	-0.8	40	-9%	i	8	24%	i	0.5	-0.1%	0.8%
CC(=O)C1=C(O)C(=O)N(c2ccc(O)cc2)C1c1cccc(F)c1 (stereo unspecified)	-4%	2%	0.0	83	-4%	i	58	1%	i	0.5	-0.1%	2.8%
CCn1c2ccccc2c2nnc(SCC(=O)Nc3cc(C)on3)nc21	2%	-1%	-0.3	41	7%	i	9	35%	i	1.5	-0.4%	6.9%
CC(C)CNC(=O)c1cccc(NC(=O)C2CCCO2)c1 (stereo unspecified)	-10%	-12%	-0.9	51	8%	i	32	-2%	i	1.1	0.0%	-2.9%
CCn1cc(S(=O)(=O)NCc2ccccc2Br)cn1	-28%	9%	-0.8	49	12%	i	22	-7%	i	0.7	-0.2%	1.5%
COc1ccc(/C=N/NC(=O)COc2cccc3cccnc23)cc1OC	14%	0%	-0.6	50	-24%	i	58	-4%	i	1.3	0.6%	-2.8%
CC12CN3CC(C)(CN(C1)C3c1ccc(Cl)cc1Cl)C2O (stereo unspecified)	5%	-1%	-3.2	88	7%	i	39	-7%	i	0.7	-0.2%	5.1%
CCCCc1nnc(NC(=O)CC(=O)Nc2ccccc2C(=O)O)s1	-24%	0%	-0.9	44	0%	i	41	-20%	i	1.3	-0.1%	2.9%
CCOC(=O)Cc1csc(SCC(=O)N2CCN(c3ccc(OC)cc3)CC2)n1	-43%	-3%	-2.6	65	2%	i	13	8%	i	0.6	-0.1%	/
CCOC(=O)C(=CN(CCc1ccccc1)CC(=O)OC)C(=O)OCC	-25%	16%	3.0	92	10%	i	29	18%	i	1.4	-0.1%	0.9%
CN(C)CCNC(=O)c1ccc(Cl)s1	-24%	-9%	-0.3	60	-18%	i	51	-50%	+	2.3*	-0.2%	-1.3%
CC(=O)c1ccc(OCCOc2ccc([N+](=O)[O-])cc2)cc1	-19%	-18%	0.9	59	6%	i	50	10%	i	1.7	-0.2%	-6.4%
COc1ccc(N2CCN(CCCNC(=O)CN3C(=O)COc4ccccc43)CC2)cc1	-13%	10%	0.5	77	-2%	i	8	-9%	i	5.3	-0.2%	2.0%
Cc1cc(NC(=O)CCC(=O)N(CC(=O)NC2CCCC2)Cc2cccs2)no1	-28%	6%	-1.1	87	10%	i	53	-20%[20 µM]	i	0.2	-0.1%	/
CCOc1ccccc1NC(=O)c1cc(-c2ccncc2)nc2c(Cl)cccc12	26%	4%	/	/	33%	/	/	-114%[20 µM]	i	0.2	-0.1%	2.6%
COc1ccccc1/C=N/NC(=O)c1nnn(-c2nonc2N)c1-c1cccs1	18%	-14%	1.0	46	-32%	i	14	-32%	i	2.3	-0.1%	6.0%
Cn1c(=O)c2c(nc(N3CCOCC3)n2C/C=C/c2ccccc2)n(C)c1=O	-4%	-1%	-0.5	41	15%	i	15	12%	i	0.3	0.3%	-1.2%
CC(C)C[C@H](NC(=O)c1[nH]cnc1C(=O)N[C@@H](C)C(=O)OCc1ccccc1)C(=O)OC(C)(C)C	25%	15%	34	89	-16%	i	50	-23%[20 µM]	i	0.3	0.6%	-3.8%
O=C(NCc1ccc(F)cc1)C1CCCN(C(=O)Nc2ccccc2)C1 (stereo unspecified)	-24%	-5%	2.6	64	-24%	i	51	-3%	i	0.3	-0.2%	5.4%
CCOC(=O)c1cnn2c(N)c(C#N)nnc12	3%	-30%	-0.6	51	7%	i	35	-83%	i	8.1	-0.1%	14%
COc1ccc(C(=O)CCC(=O)Nc2cc(Cl)c(O)c(Cl)c2)cc1	-10%	1%	0.8	62	19%	i	23	-21%	i	0.6	-0.1%	6.3%
O=C(CP(=O)(CO)CO)c1ccc(Cl)cc1	-11%	-7%	1.8	50	7%	i	5	15%	i	1.0	0.2%	-0.2%
CCOC(=O)C1=C(C)Nc2ncnn2C1/C=C/c1ccccc1 (stereo unspecified)	-25%	-7%	1.4	50	3%	i	25	-6%	i	6.2	0.2%	10%
O=C(CCSCCC(=O)NCCN1CCOCC1)NCCN1CCOCC1	-10%	-9%	5.3	89	14%	i	39	4%	i	0.8	-0.1%	-2.5%
CCOC(=O)Cn1nc(-c2ccc(Cl)cc2)ccc1=O	-5%	10%	1.7	61	3%	i	26	-25%	i	5.1	0.2%	-0.2%
CCOc1ccccc1NC(=O)c1ccc2nc[nH]c2c1	-30%	0%	-0.9	53	22%	i	34	-8%	i	1.5	-0.2%	1.3%
CNC(=O)CN1C(=O)CSc2nc(C)cc(C)c21	-13%	1%	4.6	61	7%	i	30	-34%	i	1.0	1.3%	-2.4%
COc1ccc(-c2c(-c3ccc(O)cc3O)n[nH]c2C(F)(F)F)cc1	-6%	1.8µM*	11	58	2%	i	27	-8%	i	0.4	-0.1%	1.8%
COc1ccc(NC(=O)c2cn(CCC#N)nc2-c2cccs2)cc1	-9%	-5%	0.7	80	12%	i	44	-5%	i	0.1	-0.3%	-4.4%
COc1cc(OC)cc(OCC(O)Cn2cnc(-c3ccccc3)c2)c1 (stereo unspecified)	-19%	0%	1.1	51	6%	i	44	-6%	i	13	-0.2%	-2.1%
COc1cc(C(=S)N2CCCC2)cc(OC)c1OS(=O)(=O)c1ccc(NC(C)=O)cc1	3%	1%	0.1	70	19%	i	50	28%	i	0.9	0.2%	9.2%
COc1cccc(-c2c(C(=O)N/N=C/c3ccc(C)o3)nnn2-c2nonc2N)c1	-17%	0%	1.3	74	14%	i	41	-39%	i	13	-0.1%	-2.5%

Limited to NOD1 NF-kB reporter, NTR1 ag cell count 20 µM and NTR1 ag, for 3 of the compounds above:
Structure,NOD1 NF-kB reporter,NTR1 ag cell count 20 µM,NTR1 ag
CCn1c2ccccc2c2nnc(SCC(=O)Nc3cc(C)on3)nc21,2%,41,-0.3
CC(C)CNC(=O)c1cccc(NC(=O)C2CCCO2)c1 (stereo unspecified),-10%,51,-0.9
CCn1cc(S(=O)(=O)NCc2ccccc2Br)cn1,-28%,49,-0.8

This is a subset, so the mix of outcomes need not match the whole.
